# GPR151 activ: activates the human receptor GPR151; Q8TDV0; 650,000 compounds, 1% hits; AID 1508602; PathHunter beta-arrestin GPR151 cells, luminescence; activation, % at 11.2 µM; in the data active = activation above about 4.9%;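 note: 0% = median of compound wells and 100% = cells with positive control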
# Target sequence (Q8TDV0 whole entry, looked up): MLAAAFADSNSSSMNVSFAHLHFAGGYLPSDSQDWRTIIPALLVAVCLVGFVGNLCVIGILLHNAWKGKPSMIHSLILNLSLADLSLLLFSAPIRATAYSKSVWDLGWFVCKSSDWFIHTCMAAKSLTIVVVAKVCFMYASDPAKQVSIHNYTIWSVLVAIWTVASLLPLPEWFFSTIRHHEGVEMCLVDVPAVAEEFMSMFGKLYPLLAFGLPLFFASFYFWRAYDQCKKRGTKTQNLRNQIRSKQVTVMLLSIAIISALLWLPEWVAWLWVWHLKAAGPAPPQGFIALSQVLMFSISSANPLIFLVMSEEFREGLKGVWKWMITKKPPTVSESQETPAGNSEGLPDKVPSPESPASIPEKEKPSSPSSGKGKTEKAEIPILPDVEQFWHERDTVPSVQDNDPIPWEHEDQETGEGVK
# MITF primary: human MITF inhibition, primary screen; O75030; AlphaScreen MITF homodimerization, bead proximity signal; inhibition, % at 2.6 µM; 650,000 compounds, 0.91% hits; AID 1259374; in the data active = inhibition above about 50%;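 note: 0% = vehicle wells with protein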
# TEAD-YAP block: TEAD-YAP interaction inhibition | HEK-TIYL cells, TEAD-Gal4/YAP UAS-luciferase luminescence | inhibition, % at 9.12 µM | 640,000 compounds, 1.4% hits | AID 1259422; in the data active = inhibition above about 32%;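 note: 0% = median of test compound wells and 100% = reference inhibitor wells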
# FBW7 activator: human FBW7 E3 ligase activation, primary screen. Q969H0. AlphaScreen FBW7–phospho-cyclin E peptide binding, activator screen. normalized activity (activation), % at 26.1 µM. 650,000 compounds, 0.13% hits. AID 1259310; in the data active = normalized activity above about 1.9%;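 note: purified mutant Fbw7 with reduced substrate affinity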
# Target sequence (Q969H0 whole entry, looked up): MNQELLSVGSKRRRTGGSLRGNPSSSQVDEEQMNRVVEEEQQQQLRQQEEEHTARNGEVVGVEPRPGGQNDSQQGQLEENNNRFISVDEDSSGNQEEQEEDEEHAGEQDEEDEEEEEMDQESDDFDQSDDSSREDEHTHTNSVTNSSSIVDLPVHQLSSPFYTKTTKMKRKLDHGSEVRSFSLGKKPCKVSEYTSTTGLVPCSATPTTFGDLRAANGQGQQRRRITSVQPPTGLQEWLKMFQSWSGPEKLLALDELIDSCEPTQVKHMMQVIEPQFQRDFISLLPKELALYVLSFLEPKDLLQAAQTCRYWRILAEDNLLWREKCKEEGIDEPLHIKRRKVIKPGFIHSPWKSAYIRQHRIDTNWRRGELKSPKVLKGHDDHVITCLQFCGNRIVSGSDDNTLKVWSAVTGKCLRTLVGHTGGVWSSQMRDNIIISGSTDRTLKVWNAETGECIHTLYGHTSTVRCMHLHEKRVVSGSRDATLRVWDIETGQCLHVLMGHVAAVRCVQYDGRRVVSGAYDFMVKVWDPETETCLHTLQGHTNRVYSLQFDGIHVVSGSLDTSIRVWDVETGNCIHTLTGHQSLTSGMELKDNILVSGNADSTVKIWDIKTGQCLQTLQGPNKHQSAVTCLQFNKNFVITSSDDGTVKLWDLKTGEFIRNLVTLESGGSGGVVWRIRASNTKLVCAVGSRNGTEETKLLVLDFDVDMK
# Numbers without * were called inactive.
compound	GPR151 activ	MITF primary	TEAD-YAP block	FBW7 activator
CC(=O)Nc1ccc(C(=O)Nc2ccc(F)cc2F)cc1	-1.4	-0.6	-16.0	0.4
COc1ccc(NC(=O)C(=O)N/N=C/c2cccs2)cc1	1.0	-8.5	-3.4	-0.1
CCOc1ccccc1C(=O)n1cc(Cl)cn1	0.4	4.7	5.9	0.1
O=C(NCc1ccc(F)cc1)c1cc(-c2cccc(O)c2)on1	3.2	-10.1	8.1	0.0
CC(=O)c1ccc(OCCCC(=O)NCc2ccco2)cc1	-0.5	7.9	-4.1	-0.1
Cc1cc(-c2cn3c4c(nnc3n2)CCCC4)ccc1NC(=O)CN1CCNC1=O	0.1	9.0	-10.4	-0.2
Cc1noc(C)c1COC(=O)c1cccc(I)c1	-0.9	0.1	-1.7	0.0
C/C(=N\Nc1cc(N2CCOCC2)ncn1)c1cccc([N+](=O)[O-])c1	0.4	-4.1	-6.0	0.1

compound	GPR151 activ	MITF primary	TEAD-YAP block	FBW7 activator
COc1ccc(C(=O)Nc2cccc(C)c2)cc1	-9.4	-3.6	66.3*	0.0
COc1ccc(CCNC(=O)C2CC(=O)N(c3ccc(Br)cc3)C2)cc1 (centres undefined)	-0.5	-1.3	-3.1	0.0
Cc1c(CN2CCN(Cc3cccs3)C(CCO)C2)[nH]c2ccccc12 (centres undefined)	0.8	1.0	4.9	-0.1
Cc1ncc(-c2cc(OCCN(C)C)c(NC(=O)C3COc4ccccc4O3)cc2F)[nH]1 (centres undefined)	-0.4	19.4	-1.4	0.0
COc1cccc(Cn2c(C)c(CNCCc3ccc(SC)cc3)c(C(=O)O)c2C)c1	-0.8	12.8	7.5	0.1
C/C(=C\c1ccco1)CN1CCc2nnc(CNC(=O)c3ccccc3)n2CC1	-0.2	8.5	4.1	0.1
Cc1ccc(-c2nnc(SCC(=O)Nc3cc(C)ccc3C)n2N)cc1	-0.8	-1.8	4.5	0.1
O=C(NCC(c1cccnc1)N1CCc2ccccc2C1)c1ccccc1 (centres undefined)	3.1	-15.8	7.6	0.0

compound	GPR151 activ	MITF primary	TEAD-YAP block	FBW7 activator
O=C(CCl)Nc1ccccc1-c1ccccc1	-0.8	-3.1	13.1	-0.2
COc1ccc(Cl)cc1S(=O)(=O)N1CCC(C(=O)NCC(C)(C)CN(C)C)CC1	0.5	-15.6	-0.2	-0.1
CC(CN1C(=O)CCC1CCNCc1cccnc1)c1ccccc1 (centres undefined)	-0.2	1.0	7.0	0.0
O=c1c2c(nc(SCc3ccccc3)n1CC1CCCCC1)-c1ccccc1CC21CCCCC1	0.0	-22.3	-2.6	-0.1
CC(=O)c1cccc(-c2nc3c(NCCOc4ccccc4)ncnc3n2C(C)C)c1	1.7	-8.7	-3.9	0.1
O=C(Nc1nc2ccccc2s1)c1ccc(Cl)c(Cl)c1	1.2	-1.4	-47.2	-0.2
O=C(Nc1cc(C(=O)N2CCN(c3ccc(F)cc3)CC2)ccc1N1CC2CC(C1)c1cccc(=O)n1C2)c1ccncc1 (centres undefined)	-1.2	2.1	-1.1	0.0
Cc1nn(C)cc1CN1CCc2c(nc(N3CCCC(C)C3)[nH]c2=O)C1 (centres undefined)	-1.5	-0.8	-10.8	0.5

compound	GPR151 activ	MITF primary	TEAD-YAP block	FBW7 activator
Cc1ccc(NCCC(=O)c2cccs2)cc1	0.6	-99.4	-26.6	-0.2
COc1cc(-c2cn[nH]c2)ccc1NC(=S)C1COc2ccccc2O1 (centres undefined)	0.8	10.8	-22.2	0.0
CCS(=O)(=O)N1CCN(c2nc3ccccc3o2)CC1	4.1	4.2	-14.2	0.0
C/C(=N/NC(=O)NC12CC3CC(CC(C3)C1)C2)c1ccccc1	0.5	14.2	0.6	0.1
CCSc1nc(O)c(C(c2ccccc2)c2ccccc2)c(=O)[nH]1	-1.1	15.2	4.0	0.0
CNC(=O)c1ccccc1Nc1cc(NC(=O)Cc2ccc(OC)cc2)ncc1C(F)(F)F	2.4	4.2	84.2*	0.0
O=C(Cc1cc(=O)[nH]c(SCc2ccccc2F)n1)N1CCCc2ccccc21	0.2	7.4	0.5	-0.1
O=C(O)c1ccc(CNC(=S)Nc2ccc([N+](=O)[O-])cc2)cc1	0.6	-7.8	-10.4	-0.1

compound	GPR151 activ	MITF primary	TEAD-YAP block	FBW7 activator
c1cc2c(cc1CNC1C3CC4CC(C3)CC1C4)OCO2 (centres undefined)	-0.2	-3.9	-4.7	-0.1
Cn1c(=O)c2c(nc3n(-c4ccc(OC(F)(F)F)cc4)c(-c4ccc(Br)cc4)cn23)n(C)c1=O	3.5	-3.8	-7.1	-0.1
O=S(=O)(Nc1ccc(-c2cn3ccsc3n2)cc1)c1ccc(Cl)cc1	1.4	7.1	-17.9	0.0
CCOc1ccccc1NC(=O)c1cc2ccccc2cc1O	0.2	-2.5	-10.9	0.2
CCCCN1C=C(C(=O)OC)C(c2cc(C)ccc2C)C(C(=O)OC)=C1	2.4	-11.5	-1.5	0.0
N#C/C(=C(\OCC(=O)N1CCc2ccccc21)c1ccccc1)c1nnc2n1CCCCC2	1.4	-12.0	9.5	-0.3
Cc1cc(/C=C(\C#N)C(=O)NC2CCCC2)c(C)[nH]1	0.3	15.0	-16.5	0.2
Cc1cccc(N2CCN(C(=O)c3ccc(Sc4ccc(Br)cc4)c([N+](=O)[O-])c3)CC2)c1C	-0.8	11.5	3.6	0.3

compound	GPR151 activ	MITF primary	TEAD-YAP block	FBW7 activator
CC1=C(C(=O)OC(C)C)C(c2cccc(F)c2)C2=C(CCCC2=O)N1 (centres undefined)	-0.5	18.3	-2.0	0.5
C[C@]12C=CC(=O)C=C1CCC1C2C(=O)C[C@@]2(C)C1CC[C@]2(O)C(=O)CO (some centres undefined)	-0.2	-22.1	-4.9	-0.1
Cc1ccc(NC(=O)COc2ccc(Cl)cc2Cl)cc1Cl	-0.4	16.7	-43.7	0.1
CN(CC(=O)Nc1ccc(F)c(F)c1)S(=O)(=O)c1ccc(Br)s1	-0.9	10.8	-4.8	0.1
CCOc1cc(Cl)c(S(=O)(=O)Nc2ccccn2)cc1Cl	-0.9	-1.9	-3.3	-0.2
Oc1oc(-c2ccco2)nc1C=Nc1ccccc1	-0.8	17.2	0.8	0.8
CN(CCc1cn[nH]c1)C(=O)c1cccc(OC2CCN(CC(C)(C)C)CC2)c1	-0.4	1.4	-4.5	-0.1
Cc1ccc(NC(=O)C2CC(=O)N(c3ccc(Cl)cc3)C2)cc1 (centres undefined)	0.5	-1.4	1.3	0.1

# Individual results from the results shown:
# In TEAD-YAP block, Oc1oc(-c2ccco2)nc1C=Nc1ccccc1 reads 0.8
# In GPR151 activ, Cc1ccc(NC(=O)C2CC(=O)N(c3ccc(Cl)cc3)C2)cc1 (centres undefined) reads 0.5

# Continued.
compound	GPR151 activ	MITF primary	TEAD-YAP block	FBW7 activator
Cc1cc(C)c2c(n1)sc1c(=O)n(CC(=O)Nc3cc(F)ccc3C)cnc12	1.4	6.7	8.0	-0.3
CC(=O)N1c2ccc(S(=O)(=O)NC(C(=O)NCc3ccccc3)C(C)C)cc2CC1C (centres undefined)	0.0	4.1	1.9	-0.2
CC1=C(C(=O)OC2CCCC2)C(c2cccc([N+](=O)[O-])c2)C2=C(CC(C)(C)CC2=O)N1 (centres undefined)	1.0	9.0	3.5	0.2
O=C(CCCn1sc2ccccc2c1=O)n1ccnc1	-0.5	0.7	-1.8	0.0
CCOc1cc2oc(=O)cc(C)c2cc1[N+](=O)[O-]	-0.6	-4.3	-8.7	0.1
Cc1cccc(C(=O)NC(=S)Nc2cccnc2)c1	-2.4	-1.4	-48.8	-0.2
CCOC(=O)c1ccc(NC(=O)CSc2nc3c(c(=O)n2CCOC)SCC3)cc1	0.7	-0.7	8.4	0.1
CC1(C)OC(=O)C(=CNc2ccc(C(=O)O)c(O)c2)C(=O)O1	0.7	0.4	3.7	0.0

compound	GPR151 activ	MITF primary	TEAD-YAP block	FBW7 activator
COc1ccc(-n2cnc3cc(C(=O)NCCN4CCOCC4)ccc32)cc1	0.9	2.0	-7.9	0.1
CCOC(=O)c1cccc(NC(=O)c2ccccn2)c1	-3.7	-0.3	-35.5	0.1
CCOc1ccc(OCCC(=O)OCc2nnc(-c3ccccc3)o2)cc1	-0.9	4.6	3.3	0.1
COc1cc(NS(=O)(=O)CCc2ccccc2)ccc1N1CCCCC1=O	2.8	-12.3	-5.1	0.2
CCn1c(=O)cc(OCC(=O)NCCCOC(C)C)c2ccccc21	-0.3	-10.9	-3.9	-0.1
CC(=O)C1=C(O)C(=O)N(c2ccc(O)cc2)C1c1ccccc1F (centres undefined)	-0.3	1.2	8.6	-0.1
O=[N+]([O-])c1ccc(N2CCN(S(=O)(=O)c3ccc(Cl)cc3)CC2)c2cccnc12	-1.3	5.3	-5.1	-0.2
COc1cc(/C=C2N=C(/C=C/c3ccc(Cl)cc3)OC/2=O)cc(OC)c1OC	-1.3	7.2	-12.5	-0.1

compound	GPR151 activ	MITF primary	TEAD-YAP block	FBW7 activator
Cc1nc(NCC(c2ccccc2)N(C)C)c2c(C)c(C)sc2n1 (centres undefined)	-2.1	9.9	11.2	0.4
O=C(CCn1nnc2ccccc2c1=O)NCc1ccc2c(c1)OCO2	-1.2	25.9	-3.5	0.0
CCCCC(Sc1nc2ccccc2c2nc(C)nn12)C(=O)OCC (centres undefined)	-0.5	5.5	8.3	0.3
O=C(c1cccc(-n2cnnn2)c1)N1CCN(C(=O)[C@@H]2C[C@H]2c2ccc(F)cc2)CC1	0.1	8.2	-6.0	0.9
CCc1ccc(NC(=O)CCC(=O)N/N=C/c2cccc(Br)c2)cc1	1.5	8.6	1.4	0.1
O=C(CSc1nnc2n1CCN2c1ccccc1)Nc1ccccc1	-0.3	-7.7	-4.1	-0.1
O=C(CN1C(=O)c2cccc3cccc(c23)C1=O)NCC1CCCO1 (centres undefined)	-0.1	12.6	-3.9	0.1
O=C(NCc1ccccc1)c1cccc(NC2=NC3CS(=O)(=O)CC3S2)c1 (centres undefined)	-0.2	5.2	9.2	-0.1

compound	GPR151 activ	MITF primary	TEAD-YAP block	FBW7 activator
O=C(C1CCCN(S(=O)(=O)N2CCCC2)C1)N1CCN(c2ccccc2)CC1 (centres undefined)	-0.4	-3.9	-7.6	0.1
C=CCC(O)(CC=C)C(N)C(C)C (centres undefined)	3.3	-0.3	-1.0	0.5
O=C(COC(=O)c1ccc(C(O)c2ccccc2)cc1)c1ccccc1 (centres undefined)	0.6	-1.6	-10.8	0.0
COc1ccc(S(=O)(=O)N2CCCC(C(=O)O)C2)cc1Cl (centres undefined)	3.6	-15.4	-7.1	0.0
Cc1[nH]c2ccccc2c1/C=N/NC(=O)CCn1nnc2ccccc21	-0.3	-7.5	-0.7	0.0
Cn1c2ccccc2c2nnc(SCC(=O)Nc3nccs3)nc21	1.0	2.3	-4.1	-0.1
CC(C)(C)NC(=O)NC(=O)COC(=O)COc1ccc2c(c1)CCC2	0.3	17.9	-0.1	0.4
CCOc1cc(/C=N/n2c(-c3ccco3)csc2=NC(C)C)ccc1O	0.2	34.1	-12.0	0.1

compound	GPR151 activ	MITF primary	TEAD-YAP block	FBW7 activator
COc1cc(CC(=O)OCC(=O)Nc2sccc2C(N)=O)cc(OC)c1OC	-0.6	4.2	22.9	-0.1
Cc1ccc(S(=O)(=O)c2nc(-c3ccccc3)oc2NCCCn2ccnc2)cc1	-0.4	3.0	-2.0	-0.2
COc1ccc2c(c1)CC(C(=O)Nc1ccc(-c3cn[nH]c3C)cc1OCC(N)=O)CO2 (centres undefined)	-0.9	12.7	-0.6	-0.1
COc1ccc(C2CC(=O)C3=C(C2)NC(C)=C(C(=O)OC(C)C)C3c2ccccc2OC(C)C)cc1OC (centres undefined)	2.0	-2.6	-8.0	0.0
Cc1ccc(NCC(=O)N/N=C/c2cccc(O)c2)cc1	1.7	6.0	-8.9	-0.1
CC(=O)Nc1ccc(SC(F)(F)F)cc1[N+](=O)[O-]	1.8	3.8	-0.4	-0.1
CSc1ccccc1NC(=O)c1ccc(F)cc1	2.1	-0.8	3.6	0.2
Cc1cc(NC(=O)NC(=O)c2cccc(OC(F)(F)C(F)F)c2)no1	3.4	-3.3	-32.2	-0.1

compound	GPR151 activ	MITF primary	TEAD-YAP block	FBW7 activator
COC(=O)Cc1ccc2c(c1)NC(=O)C(CCCl)O2 (centres undefined)	-3.0	-12.1	-3.0	-0.1
CC1(C)C2C/C(=N\O)C(C)(/[N+]([O-])=C/c3ccccc3[N+](=O)[O-])CC21 (centres undefined)	-1.1	17.1	-9.8	0.6
COC(=O)c1c(OCc2ccccn2)cc(=O)n2c1CCN(C(=O)c1ccc(C)cc1)CC2	0.6	-11.4	-13.2	-0.2
Cc1ccc(Cl)cc1N1CCN(C(=O)CN2CCCC2)CC1	4.6	17.4	-0.8	-0.1
N#CC1=C(SCc2ccc(Br)cc2)NC(=O)C(C#N)C12CCCCC2 (centres undefined)	-0.2	-1.2	10.6	0.1
COc1ccc(-n2c(-c3ccc(Br)cc3)n[nH]c2=S)cc1	3.7	17.6	1.8	0.0
COc1ccc(OC(C)C(=O)Nc2ccc(S(=O)(=O)Nc3onc(C)c3C)cc2)cc1 (centres undefined)	-1.1	18.3	10.2	1.1
CC(O)c1ccc(NC(=O)c2cc3n(n2)C(C(F)(F)F)CC(c2ccco2)N3)cc1 (centres undefined)	1.9	-0.5	6.7	-0.1
Cc1nn(-c2cc(N3CCCCC3)ccc2[N+](=O)[O-])c(=O)c2ccccc12	-0.6	11.4	-2.4	-0.1
CCC1(CC)C(=O)NC(=S)NC1=S	0.3	0.4	-3.6	-0.2
CCC(C)NC(=O)CSc1nc2ccsc2c(=O)n1-c1ccc(C)c(C)c1 (centres undefined)	0.0	9.0	-1.3	-0.1
